# Screening results (PubChem)
# ERG Ets-DNA blk: blocks human ERG Ets domain binding to DNA. P11308. fluorescence polarization, His-ERG Ets domain / labelled DNA. Potency, µM (top dose mostly 76.9 µM), for the others: top-dose FP activity, negative = inhibition, actives largely listed as inhibitors. actives 0.028% (n = 370,000). AID 624246; active = well fitted inhibition curve with a large enough effect in the polarisation, with a control signal flat; inconclusive = small, poorly fitted or top-dose-only effect, or effect the other way, or a change in a side signal; inactive = no such curve, though single readings can be large or run the other way; the % refers to the polarisation;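 also: polarization taken with two DNA probes labelled with fluorescein and Texas red; potency is read from the fitted curve at half-maximal effect; % of control where 0% means no effect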
# Target sequence (P11308 whole entry, looked up, the tested form may be a part): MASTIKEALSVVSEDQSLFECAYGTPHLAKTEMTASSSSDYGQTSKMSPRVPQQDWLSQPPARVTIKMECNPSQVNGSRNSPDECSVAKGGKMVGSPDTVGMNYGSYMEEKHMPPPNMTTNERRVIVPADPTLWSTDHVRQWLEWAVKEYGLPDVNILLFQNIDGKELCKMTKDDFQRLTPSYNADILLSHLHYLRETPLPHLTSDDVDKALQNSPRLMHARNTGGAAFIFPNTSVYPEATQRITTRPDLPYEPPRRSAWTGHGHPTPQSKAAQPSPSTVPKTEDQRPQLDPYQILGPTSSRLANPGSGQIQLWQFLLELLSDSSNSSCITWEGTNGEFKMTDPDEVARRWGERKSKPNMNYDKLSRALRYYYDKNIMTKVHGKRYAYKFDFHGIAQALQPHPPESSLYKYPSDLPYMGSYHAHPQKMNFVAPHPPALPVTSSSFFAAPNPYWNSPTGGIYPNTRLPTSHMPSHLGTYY
#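 His-tagged ERG Ets domain (1 uM in the protein solution; 300mM KCl, 50mM Tris-HCl, 1mM EDTA, 1mM DTT, pH 7.5) received compound, then a probe mix of 5 nM fluorescein-DNA and 100nM Texas-615-DNA. Fluorescence polarization was read for both dyes.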
# LDHA block: LDHA (human) enzyme inhibition; actives 0.15% (n = 480,000); purified LDHA, NADH/diaphorase-resazurin fluorescence; active compounds read low; P00338; activity change, % (values are at about 110 or 230 µM); in the data active = activity change below about -30%; inconclusive = mostly about -25% to -30%;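 also: plate controls were DMSO wells for no effect and wells without enzyme for full effect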
#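 Human LDH5 at 2 nM final in Tris HCl pH 7.4 with 0.06 mM NADH and 0.2 mM pyruvate, reacted 5 minutes at room temperature. Remaining NADH coupled via diaphorase/resazurin; resorufin fluorescence read at 0 and 20 minutes, normalized to enzyme-free and DMSO wells.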
# POLB inh: blocks human DNA polymerase beta activity; Pol beta primer extension/strand displacement, fluorescence kinetic; Potency, µM (top dose mostly 114 µM), without a hit: at the top dose activity change, negative = inhibition, usual class: inhibitors; actives 1.3% (n = 340,000); AID 485314; also: potency is read from the fitted curve at half-maximal effect; % is scaled to controls: 0 for no effect and ±100 for the full control effect
#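 Curves were derived by four-parameter Hill fits of normalized qHTS data. The kinetic fluorescent primer-extension read was taken at 0 and 10 min after 50 nM substrate, following a 15 min room-temperature preincubation of 10 nM enzyme with compounds.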
# RGS4 inh: inhibitors of human regulator of G protein signaling 4; Transcreener GDP fluorescence polarization, RGS4-accelerated GTP hydrolysis; Potency, µM (top dose mostly 114 µM), for the others: top-dose activity change, negative = inhibition, most hits filed as inhibitors; actives 0.039% (n = 390,000); AID 504845; also: potency is read from the fitted curve at half-maximal effect; % is scaled to controls: 0 for no effect and ±100 for the full control effect; nearly all actives have a fitted effect of over 75% in size; some results filed as inactive show a strong effect at the top dose
# Target sequence (P49798 whole entry, looked up): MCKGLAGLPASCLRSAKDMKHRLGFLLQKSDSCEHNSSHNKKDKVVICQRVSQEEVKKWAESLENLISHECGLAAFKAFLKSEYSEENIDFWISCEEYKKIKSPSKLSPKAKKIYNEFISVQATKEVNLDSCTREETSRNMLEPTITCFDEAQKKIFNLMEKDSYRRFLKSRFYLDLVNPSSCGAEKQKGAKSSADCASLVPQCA
#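 MLSMR compounds (23 nl, pin-transferred) preincubated 10 min at room temperature with a 500nM (2x) first reagent, then RGS4 at 900nM (2x) plus Transcreener GDP mix added; fluorescence polarization (620/688 nm) read before and after 90 min at 30 °C.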
# POLH inh: blocks human DNA polymerase eta activity; Q9Y253; recombinant Pol eta, fluorescent DNA replication assay; Potency, µM (top dose mostly 114 µM), without a hit: top-dose activity change, negative = inhibition, hits mostly inhibitors; actives 1.2% (n = 390,000); AID 588591; also: potency is read from the fitted curve at half-maximal effect; % is scaled to controls: 0 for no effect and ±100 for the full control effect
#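 Fluorescent replication assay: 50 nM final substrate added after a 15 min room-temperature compound preincubation with 10 nM enzyme. Signal taken at 0 min and again at 10 min.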
# APEX1 inh: APE1 (human) endonuclease inhibition. P27695. recombinant APE1, TAMRA/BHQ-2 abasic DNA cleavage fluorescence. Potency, µM (highest dose often 65.8 µM), inactives show at the top dose activity change, negative = inhibition, most hits filed as inhibitors. actives 0.35% (n = 350,000);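 also: potency is read from the fitted curve at half-maximal effect; plate controls were vehicle for no effect and reference inhibitor for full effect; nearly all actives have a fitted effect of over 55% in size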
#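 APE1 at 0.75 nM preincubated 15 min at room temperature with compound. Reaction then started with 50 nM double-stranded THF-abasic substrate labelled with TAMRA/BHQ-2, and 525/598 nm fluorescence read kinetically. Activity taken as third-minus-first read difference, normalized to DMSO and NSC13755 controls.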
# Pol kappa inh: DNA polymerase kappa (human) inhibition; Q9UBT6; purified Pol kappa, fluorescent DNA synthesis assay, 10 min; Potency, µM (highest dose often 107 µM), for the others: at the top dose activity, negative = inhibition, most hits filed as inhibitors; actives 0.53% (n = 400,000); also: potency is read from the fitted curve at half-maximal effect; % is scaled to controls: 0 for no effect and ±100 for the full control effect
#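 50 nM final substrate added after 15 min RT preincubation of 10 nM Pol kappa with compound; fluorescence read at 0 and 10 min.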
# 12-LOX inh: inhibitors of human 12S-lipoxygenase ALOX12. P18054. purified 12hLO, xylenol orange hydroperoxide absorbance. Potency, µM (series often up to 108 µM), without a hit: top-dose activity change, negative = inhibition, hits mostly inhibitors. actives 1.1% (n = 580,000). AID 1671190; also: potency is read from the fitted curve at half-maximal effect; % is scaled to controls: 0 for no effect and ±100 for the full control effect
#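 Purified human 12hLO (150 nM final) in 25 mM Hepes, 0.01% Triton X-100, pH 7.0 was preincubated 15 min at room temperature with compound. Then 40 uM arachidonic acid was added, 30 min. Hydroperoxide was read by Fe-XO absorbance ratio 573/405 nm.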
# Anesthetic bind: candidate novel general anesthetic via apoferritin binding; P02791; apoferritin/1-aminoanthracene competitive binding, fluorescence; Potency, µM (titrated, usually from 77.5 µM), for inactives: top-dose activity change, negative = displacement, usual class: inhibitors; actives 0.074% (n = 350,000); AID 485281; also: potency is read from the fitted curve at half-maximal effect; % is scaled to controls: 0 for no effect and ±100 for the full control effect; nearly all actives have a fitted effect of over 20% in size
# Target sequence (P02791 2-175 limits assumed): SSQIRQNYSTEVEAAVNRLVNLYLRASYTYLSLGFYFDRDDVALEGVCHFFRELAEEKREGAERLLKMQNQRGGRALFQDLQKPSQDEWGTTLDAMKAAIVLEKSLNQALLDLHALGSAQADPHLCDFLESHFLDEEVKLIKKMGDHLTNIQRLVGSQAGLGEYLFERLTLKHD
#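 Apoferritin-based anesthetic binding model; compound displacement of fluorescent 1-AMA measured as endpoint fluorescence after 10 minutes at room temperature, scaled to free-ligand and complex controls.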
# Active calls of the source: *; ? = inconclusive; nt = no result given; & = joins results of further samples; [ ] = remark or other dose. Unless noted, calls follow the shape of the dose curve; as a rule, active = well fitted curve in the direction sought with a large enough effect; inconclusive = small, poorly fitted or top-dose-only effect, or another doubt; inactive = no such curve, though single readings can be large; an effect the other way counts as inactive or inconclusive. These rows are one share of the data; rates above refer to the full screens.
No.	Molecule	RGS4 inh	12-LOX inh	LDHA block	Pol kappa inh	ERG Ets-DNA blk	POLB inh	APEX1 inh	Anesthetic bind	POLH inh
1	CN1CCN(S(=O)(=O)c2cccc(C(=O)Nc3sc4c(c3C(N)=O)CCCC4)c2)CC1	-13%	4%	3	-13%	0%	16%	10%	-7%	2%
2	CCN(CC)CCNC(=O)c1cccc(NC(=O)C(=O)c2cc(Br)ccc2NC(C)=O)c1	-2%	0%	-2	-2%	3%	15%	-1%	-7%	-12%
3	COc1ccc(Cl)cc1NC(=O)c1cc2c(s1)-c1ccccc1OC2	6%	-20%	1	-2%	-10%	11%	nt	23%	-16%
4	COc1ccc(CCn2c(N)c(C#N)c3nc4ccccc4nc32)cc1OC	2%	0%	17	-9%	-1%	-17%	-3%	20%	?
5	C=CCc1c(C)nc(-c2ccccc2)nc1Nc1ccc(O)cc1	-4%	-9%	5	-26%	nt	2%	-2%	-22%	-13%
6	Cc1ccc(NC(=O)CCN2CCc3ccccc3C2)cc1	6%	2%	-5	-4%	-1%	16%	1%	1%	-6%
7	CC12CCCc3c(O)cc(=O)n(c31)-c1ccccc12 (centres undefined)	-16%	-1%	-1	7%	0%	?	-6%	-4%	-10%
8	CCCS(=O)(=O)N1CCN(C(=O)c2cccc(OC)c2)CC1	6%	-25%	0	6%	-13%	7%	-4%	-14%	1%
9	CN(c1ccccc1)S(=O)(=O)c1ccccc1Br	-17%	-12%	0	7%&-8%	0%	nt	3%	nt	-7%
10	C/C(N)=C(/C#N)C(=O)CSc1nc2scc(-c3ccccc3)c2c(=O)n1C	38%	-4%	-12	-3%	7%	-1%	-7%	-14%	-7%
11	CCOC(=O)c1cc(-c2ccc(N3CCOCC3)cc2)nn1-c1ccccc1	19%	2%	-2	-6%	-4%	-30%	-1%	?	-12%
12	CS(=O)(=O)N1CCN(C(=O)c2csc3ccccc23)CC1	4%	21%	-7	-5%	-19%	-3%	15%	12%	-13%
13	CC(C)c1ccc(NC(=O)c2cccc(NC3=NC4CS(=O)(=O)CC4S3)c2)cc1 (centres undefined)	9%	23%	-9	-1%	-1%	13%	0%	?	-24%
14	O=C(O)/C(=C/c1cccnc1)NC(=O)c1ccccc1	-1%	-4%	-8	-7%	16%	27%	0%	-8%	-1%
15	COc1ccc2c(c1)n([O-])c1c([n+]2=O)CCC1	-21%[56.9 µM]	nt	2	-20%	15%	-3%	-5%	-8%	22µM*
16	O=C1OC(c2ccc(Cl)cc2)=C/C1=C/c1cccnc1	7%	-67%	-11	-5%	-10%	16%	7%	2%	1%
17	O=C(c1ccc(Br)cc1)N1CCCC(c2nc(-c3cccs3)no2)C1 (centres undefined)	8%	-3%	-3	6%	14%	0%	-4%	-18%	-14%
18	Cc1cc(C)cc(NC(=O)CSc2nnc(COc3ccccc3Cl)o2)c1	-10%	-14%	2	3%	-4%	3%	nt	?	-20%
19	Cc1ccc(C(C)C)c(OCCCn2ccnc2C)c1	?	?	-14	-12%	2%	5%	3%	-23%	-10%
20	CN(C)c1ccnc2sc3c(=O)n(-c4ccccc4)cnc3c12	7%	-3%	-2	-3%	-6%	3%	-3%	-1%	-17%
21	Cc1cc(C)c2c3c(sc2n1)C(=O)N(c1ccccc1)CC(=O)N3	10%	0%	-1	-11%	3%	-1%	-2%	1%	-7%
22	O=C(N/N=C\c1c[nH]c2ccccc12)c1ccc(O)cc1	9%	0%	-7	-29%	0%	?	10%	-3%	-10%
23	O=C(CNC(=O)c1ccc(Br)cc1)Nc1ccc2c(c1)CCC2	-18%	?	-8	-10%	6%[15.4 µM]	nt	9%	nt	0%
24	COC(=O)C(C)Sc1ncnc2c1c(-c1ccccc1)cn2-c1ccc(F)cc1 (centres undefined)	-17%	-17%	0	2%	0%	6%	nt	24%	-13%
25	O=[N+]([O-])c1cccc(NC(=S)N2CCN(c3ccccn3)CC2)c1	-13%	0%	-7	-2%	-8%	18%	-2%	-10%	-15%
26	COC(=O)Cn1c(-c2ccc(OC)cc2)c(-c2ccc(OC)cc2)nnc1=O	4%	-18%	-7	0%	1%	36%	17%	-13%	-2%
27	O=C(NCc1cccnc1)C(=O)NCC1OCCN1S(=O)(=O)c1cc(F)ccc1F (centres undefined)	-26%	18%	0	-20%	-4%	1%	7%	-8%	-16%
28	CC(C)(C)c1ccc(-n2ncc3c2CCCC3NC(=O)CN2CCCC2=O)cc1 (centres undefined)	-14%	10%	-7	-4%	-2%	19%	30%	-16%	-8%
29	O=C1NC(c2ccc(Br)cc2)=N/C1=C/c1ccco1	-6%	?	-4	-5%	-14%	?	?	-7%	-7%
30	CC(OC(=O)c1ccc(F)cc1)C(=O)Nc1nc(-c2cccc([N+](=O)[O-])c2)cs1 (centres undefined)	3%	-18%	-11	-17%	-13%	-6%	18%	-9%	-18%
31	CCCn1nnc(NC(=O)COc2ccccc2Cl)n1	13%	?	-16	-7%	4%	15%	2%	2%	-3%
32	CCOC(=O)N1CCN(C(=O)CCN2C(=O)/C(=C\c3cccc(OC)c3)SC2=S)CC1	-28%	1%	-5	-3%	11%	9%	13%	4%	?
33	COc1ccc(/C=N/NC(=O)c2[nH]c3ccc(Br)cc3c2-c2ccccc2)c(C(=O)O)c1OC	-28%	-1%	-5	2%	6%	?	-8%	4%	32µM*
34	Cc1cc(C)c(C(=O)c2ccc(C(=O)NC(C)(C)C)cc2)c(C)c1	14%	0%	2	-4%	11%	2%	-1%	?	-5%
35	NC(=S)Nc1nc2ccccc2[nH]c1=O	nt	?	nt	nt	nt	?	?	?	nt
36	CN(C(=O)COn1nnc2ccc(Cl)cc21)C1CCS(=O)(=O)C1 (centres undefined)	7%	-3%	-15	-5%	-5%	nt	15%	nt	6%
37	Cn1c(SCCC#N)nnc1-c1ccccc1F	5%	0%	-8	-11%	-1%	12%	-2%	-8%	2%
38	CCc1ccc(C(=O)/C=C2\Sc3ccccc3NC2=O)cc1	?	0%	-4	-13%	1%	-25%	6%	-12%	-5%
39	Nc1nnc(SCC(=O)NNC(=O)c2ccc(Cl)cc2)s1	7%	0%	-8	-8%	5%	nt	12%	nt	-4%
40	C=CCn1c(SCc2n[nH]c(=S)n2-c2ccccc2)nnc1-c1ccccc1	-44%	?	-8	4%	1%	14%	14%	-4%	-17%

# Five compounds already listed, sorted by molecular weight, low to high.
No.	Molecule	RGS4 inh	12-LOX inh	LDHA block	Pol kappa inh	ERG Ets-DNA blk	POLB inh	APEX1 inh	Anesthetic bind	POLH inh
29	O=C1NC(c2ccc(Br)cc2)=N/C1=C/c1ccco1	-6%	?	-4	-5%	-14%	?	?	-7%	-7%
21	Cc1cc(C)c2c3c(sc2n1)C(=O)N(c1ccccc1)CC(=O)N3	10%	0%	-1	-11%	3%	-1%	-2%	1%	-7%
25	O=[N+]([O-])c1cccc(NC(=S)N2CCN(c3ccccn3)CC2)c1	-13%	0%	-7	-2%	-8%	18%	-2%	-10%	-15%
26	COC(=O)Cn1c(-c2ccc(OC)cc2)c(-c2ccc(OC)cc2)nnc1=O	4%	-18%	-7	0%	1%	36%	17%	-13%	-2%
32	CCOC(=O)N1CCN(C(=O)CCN2C(=O)/C(=C\c3cccc(OC)c3)SC2=S)CC1	-28%	1%	-5	-3%	11%	9%	13%	4%	?

# Entries shown so far that have a COOH group:
No.	Molecule	RGS4 inh	12-LOX inh	LDHA block	Pol kappa inh	ERG Ets-DNA blk	POLB inh	APEX1 inh	Anesthetic bind	POLH inh
14	O=C(O)/C(=C/c1cccnc1)NC(=O)c1ccccc1	-1%	-4%	-8	-7%	16%	27%	0%	-8%	-1%
33	COc1ccc(/C=N/NC(=O)c2[nH]c3ccc(Br)cc3c2-c2ccccc2)c(C(=O)O)c1OC	-28%	-1%	-5	2%	6%	?	-8%	4%	32µM*

# New compounds follow
No.	Molecule	RGS4 inh	12-LOX inh	LDHA block	Pol kappa inh	ERG Ets-DNA blk	POLB inh	APEX1 inh	Anesthetic bind	POLH inh
41	O=C(NCc1ccccc1)C1CCN(C(=O)NCc2ccccc2)CC1	22%	-29%	-21	-9%	-7%	16%	-2%	-8%	4%
42	O=C(COc1ccc([N+](=O)[O-])cc1)NNC(=S)NC(=O)c1ccc(Br)cc1	-40%	40µM*	-10	-2%	-1%	39%	-3%	-20%	11%
43	O=C(CC1CCCCC1)Nc1c2c(nn1-c1ccc(F)cc1)CS(=O)(=O)C2	-12%	23%	-7	4%	-2%	10%	-5%	-5%	-13%
44	Cc1ccc(S(=O)(=O)Oc2ccc(/C=C3\C(=N)N4N=C(S(C)(=O)=O)SC4=NC3=O)cc2)cc1	?	?	-3	-26%	27%	?	8%	-11%	20µM*
45	COc1ccc(CCC(=O)NCCCNC(=O)CCc2ccc(OC)cc2)cc1	8%	-15%	-9	-9%	7%	?	-1%	5%	-19%
46	CCn1c(SCc2ccc(C#N)cc2)nnc1-c1cccc(Cl)c1	-1%	-6%	-5	-10%	nt	0%	1%	-5%	9%
47	O=C1CC(c2ccccc2)CC(=O)C1Sc1ccc(Cl)cc1 (centres undefined)	-34%	?	-5	6%	-7%	?	4%	-9%	-7%
48	COc1ccc(CCNC(=O)N[C@@H](Cc2ccccc2)C(=O)O)cc1	9%	353%[activator]	-2	-2%	-1%	5%	-1%	1%	-19%
